Bioassay records deposited in PubChem BioAssay by several laboratories.
TRPM1 prom inh = inhibitors of MITF-dependent TRPM1 promoter reporter, primary screen, cell-based, SK-MEL-5, single point, luciferase; SK-MEL-5 TRPM1 promoter luciferase, 24 h; inhibition, % at 12.5 µM; actives 0.83% (n = 330,000); AID 488899, 2010;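 active = mean inhibition across replicates of 60% or more, whatever share of single replicates reaches that level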; also: values of inactives mirror those of a sister screen read the other way
PDI inh = inhibitors of human PDI, primary screen, biochemical, turbidity, single point, plate reader; Protein disulfide-isomerase (Homo sapiens), P07237; PDI insulin aggregation turbidity, A650, 90 min; inhibition, % at 10 µM; actives 0.052% (n = 350,000); AID 588391, 2011;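 active = mean inhibition across replicates of 30% or more, whatever share of single replicates reach that level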;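 also: absorbance from insulin aggregation driven by PDI reduction with DTT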
Target sequence (P07237 whole entry, looked up): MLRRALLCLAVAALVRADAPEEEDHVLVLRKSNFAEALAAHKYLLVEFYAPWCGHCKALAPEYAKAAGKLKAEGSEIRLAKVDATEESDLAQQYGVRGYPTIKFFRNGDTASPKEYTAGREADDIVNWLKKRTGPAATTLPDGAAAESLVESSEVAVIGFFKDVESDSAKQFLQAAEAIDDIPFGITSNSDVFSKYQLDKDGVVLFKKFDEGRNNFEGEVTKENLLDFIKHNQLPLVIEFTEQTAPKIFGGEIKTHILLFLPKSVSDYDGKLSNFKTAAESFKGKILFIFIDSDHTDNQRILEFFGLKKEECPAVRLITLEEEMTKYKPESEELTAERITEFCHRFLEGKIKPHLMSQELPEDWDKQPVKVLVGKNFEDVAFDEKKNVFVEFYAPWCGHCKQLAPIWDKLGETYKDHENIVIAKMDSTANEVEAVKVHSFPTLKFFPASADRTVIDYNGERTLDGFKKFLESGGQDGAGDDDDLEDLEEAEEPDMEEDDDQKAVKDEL
CaV13 ICDI inh = Disruptors of the CACNA1D IQ motif to Ca2+-dependent inactivation inhibitor domain association, primary screening, Förster resonance energy transfer in intact living … | HEK cells, CFP/YFP FRET ICDI-IQ, plate reader, 10 min; percent FRET-ratio fall versus neutral wells | inhibition, % at 12.3 µM | actives 0.098% (n = 340,000);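 active = mean replicate inhibition of at least 30% and at least 1% of replicates passing that level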;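 also: 0% = median of the neutral control wells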
Peg3 promoter = Peg3 promoter-driven luciferase inhibitors, primary screen, cell-based, HeLa, luciferase luminescence; HeLa PEG-Prom luciferase reporter, overnight; inhibition, % at 20 µM; actives 1.7% (n = 360,000);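 active = inhibition of at least 50% at 20 µM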
Shn3 3UTR inh = reduction of Shn3 3'UTR firefly luciferase signal, primary screen, Schnurri-3 inhibitor project, cell-based, Clone20 osteoblasts, set 2; Clone20 osteoblast Shn3 3'UTR firefly luciferase, 24 h; inhibition, % at 12.5 µM; actives 0.52% (n = 360,000);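 active = mean inhibition of at least 75% with every replicate also reaching 75%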;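 also: 0% = median of neutral control wells and 100% = pilot-screen positive control compound; some compounds past the cut are filed as inactive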
m5-HT2A agonist = mouse Htr2a agonists via beta-arrestin recruitment, primary screen, cell-based, luminescence. 5-hydroxytryptamine receptor 2A (Mus musculus), P35363. CHO-K1 mHTR2A beta-arrestin complementation; percent of 30 µM serotonin response. activation, % at 7.6 µM. actives 0.66% (n = 360,000). AID 624169, 2012;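 active = activation above a run cutoff, the mean activation of all tested compounds plus 3 SD, cut at about 14% in these data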;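 also: 0% = plate median of compound wells and 100% = 30 µM serotonin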
NR2E3 ag-1 = NR2E3 agonists in two-hybrid cells, primary screen, cell-based, luminescence, CHO-S, Gal4-NCOR/VP16-NR2E3; luciferase; actives 0.35% (n = 360,000); AID 602229, 2012; Photoreceptor-specific nuclear receptor (Homo sapiens), Q9Y5X4; inhibition of corepressor binding, % at 3.98 µM;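 active = inhibition above the mean of all tested compounds plus 3 SD, cut at about 70% in these data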;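 also: 0% = DMSO with NR2E3 transfected cells and 100% = cells lacking NR2E3 construct; higher means lower luciferase signal from less NR2E3 corepressor binding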
Target sequence (Q9Y5X4 whole entry, looked up, the tested form may be a part): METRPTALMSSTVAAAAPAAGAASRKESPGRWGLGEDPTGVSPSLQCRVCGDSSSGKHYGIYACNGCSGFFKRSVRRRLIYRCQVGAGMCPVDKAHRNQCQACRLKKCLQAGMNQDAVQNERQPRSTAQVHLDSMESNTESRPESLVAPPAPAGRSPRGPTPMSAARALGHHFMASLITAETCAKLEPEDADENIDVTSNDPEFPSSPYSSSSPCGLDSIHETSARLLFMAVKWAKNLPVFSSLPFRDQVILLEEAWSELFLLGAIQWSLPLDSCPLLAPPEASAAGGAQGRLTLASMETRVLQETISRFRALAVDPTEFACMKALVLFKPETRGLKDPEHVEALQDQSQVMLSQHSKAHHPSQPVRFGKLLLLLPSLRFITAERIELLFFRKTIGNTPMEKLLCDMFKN
hiPSC survival = enhancers of single-cell hiPSC survival, primary screen, ATPlite luminescence. 100% = ROCK inhibitor wells, 0% = DMSO. actives 0.044% (n = 360,000). survival enhancement, % at 20 µM; in the data active = survival enhancement above about 18%;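 also: cells exposed to compounds for 16 hours before the ATP read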
H9c2 protect = cardioprotection against H2O2-induced cell death, primary screen, uHTS, H9c2 cells, ATPLite luminescence | protection from H2O2 cell death, % at 20 µM | H9c2 cardiomyocytes, H2O2 injury protection, 2 h | actives 0.63% (n = 360,000) | AID 588492, 2011;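 active = compounds giving at least 50% protection of heart cells from peroxide-induced death in the single-dose screen, raw or plate-pattern-corrected value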;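 also: 0% = DMSO wells with peroxide and 100% = DMSO wells without peroxide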
NR2E3 ag-2 = inhibitors of NR2E3-RetCOR corepressor binding, primary screen, NR2E3 agonist project, biochemical, TR-FRET, GST-NR2E3, biotin-RetCOR | inhibition of corepressor binding, % at 4.78 µM | AID 2300, 2010 | Photoreceptor-specific nuclear receptor (Homo sapiens), Q9Y5X4 | actives 0.12% (n = 320,000) | 1536-well;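 active = percent inhibition above the cutoff of mean plus 3 SD of all tested compounds, set per screening campaign, cut at about 20% in these data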;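 also: 0% = DMSO wells and 100% = biotin wells as full block of FRET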
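system = GST-tagged NR2E3 plus biotinylated RetCOR corepressor | input = 1.35 nM GST-NR2E3 | also added = 7 nM biotin-RetCOR | schedule = 5 h incubation at 4 °C | measured by = TR-FRET with europium anti-GST and streptavidin-D2, 340 nm excitation | read-out = percent loss of FRET ratio relative to control wells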
HIF-2a block = HIF-2a reporter inhibitors, primary screen, luminescence, 786-0 RCC cells; 786-0 RCC cells HIF-2a reporter, luciferase luminescence, overnight; inhibition, % at 18.8 µM; actives 0.72% (n = 360,000); AID 624352, 2012;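 active = inhibition of the luminescence signal of 40% or more relative to plate controls, in a single-dose primary screen at 18.75 µM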
Starred values were filed as active, the others as inactive; · = not tested or not shown.

SMILES | TRPM1 prom inh | PDI inh | CaV13 ICDI inh | Peg3 promoter | Shn3 3UTR inh | m5-HT2A agonist | NR2E3 ag-1 | hiPSC survival | H9c2 protect | NR2E3 ag-2 | HIF-2a block
FC(F)(F)c1nc2ccccc2n2c(-c3ccc(Cl)cc3)nnc12 | 76.2* | -6.2 | -5.0 | 51.0* | -1.9 | 0.8 | -29.6 | -1.4 | 14.0 | -3.0 | 46.3*
O=C(NCCCN1CCOCC1)c1cccc(NS(=O)(=O)c2ccc(Br)cc2)c1 | -7.3 | 0.8 | -4.9 | -25.3 | 5.6 | -6.0 | -29.6 | -0.4 | -1.7 | 6.9 | 10.8
CC1CCCC(NC(=O)COC(=O)/C=C/c2ccc(F)cc2)C1C (centres undefined) | -4.7 | -5.0 | -3.4 | 8.6 | -0.8 | -8.7 | -73.2 | 0.6 | 0.0 | · | 6.7
N#CC1(Nc2ccccc2)C(=O)Nc2ccccc21 (centres undefined) | 9.5 | -6.5 | -3.5 | 12.8 | -1.7 | -1.4 | 18.2 | -1.3 | -8.7 | 0.2 | 11.7
O=C(O)CCCCCNc1nc(-c2ccccc2)nc2ccccc12 | 12.2 | 8.5 | -20.5 | 12.7 | 0.2 | 3.0 | -30.1 | 0.1 | -0.5 | 3.3 | 4.1
O=C(NCC(=O)N1CCN(c2ccccc2)CC1)c1ccccc1 | -18.7 | -2.0 | -4.1 | -56.9 | -2.6 | 4.8 | -12.4 | -0.2 | 0.6 | -2.5 | -76.1
COC(=O)c1ccc(COc2ccc(C=O)cc2)o1 | -13.0 | -0.9 | -21.1 | -10.1 | -6.2 | 2.5 | -11.0 | 0.7 | 5.0 | 1.1 | -31.5
O=C(NCCCn1cccn1)C1CCC(=O)N(CCc2ccccc2)C1 (centres undefined) | 5.2 | 9.6 | -2.6 | 2.6 | -6.0 | -0.2 | -6.9 | -0.2 | 3.1 | -1.3 | -1.7
O=C(CCc1ccccc1)N/N=C/c1cccc([N+](=O)[O-])c1 | -1.0 | -3.2 | -4.7 | 2.7 | -6.0 | -0.8 | 5.3 | 8.0 | 12.0 | 0.8 | 15.9
CCOC(=O)N1CCN(Cc2c(F)cccc2Cl)CC1 | 12.7 | 0.1 | -10.2 | -11.9 | 6.9 | 0.1 | -8.1 | 2.1 | 3.6 | 0.3 | 3.9
Cn1ncc(SCc2ccccc2)c(Cl)c1=O | 19.8 | 0.6 | -20.4 | 2.4 | 52.7 | -0.2 | -6.9 | 1.3 | -12.6 | 0.4 | -10.1
CNC(=O)c1c(NC(=O)c2ccco2)sc(C)c1C | 1.2 | -6.1 | -0.6 | 0.8 | -6.8 | 12.2 | 2.4 | 1.3 | 0.1 | 0.0 | -12.9
O=C(NCc1cccc(F)c1)c1ccc(N2C(=O)Cn3c(cc4sccc43)C2=O)cc1 | 2.5 | -4.3 | -2.9 | 10.0 | 6.2 | -6.3 | -19.6 | 1.0 | 14.8 | 6.1 | 12.1
CCOc1ccccc1NC(=O)CNC(=O)c1nn(-c2ccc(OC)c(OC)c2)c(=O)c2ccccc12 | 3.5 | 14.8 | -6.7 | 45.3 | 2.2 | 7.8 | 1.2 | -0.5 | 42.9 | 1.9 | 32.1
COc1cc2c(cc1OC)C(C(=O)Nc1ccc(F)c(Cl)c1)CC(=O)N2 (centres undefined) | 8.3 | 19.1 | -4.5 | 10.9 | 14.0 | -0.4 | 14.2 | -0.6 | -1.9 | -2.6 | 18.0
COc1ccc(Cl)cc1NC(=O)CN(C)C(=O)C1COc2ccccc2O1 (centres undefined) | 31.7 | -4.4 | -13.2 | 12.7 | 13.0 | -4.8 | -13.2 | -0.5 | 8.9 | · | 8.8
CCc1ccccc1NC(=O)Nc1ccc(F)cc1 | -2.5 | 17.0 | -6.2 | -12.1 | -2.8 | -0.5 | 20.4 | -1.4 | -0.4 | 0.3 | -19.1
COc1cc2c(cc1OC)C(C(=O)NC(C)c1ccccc1)CC(=O)N2 (centres undefined) | -0.6 | -1.0 | -1.8 | 14.1 | 5.1 | 4.3 | 9.9 | -0.7 | -0.8 | 2.2 | 24.4
O=C(CCc1nc(-c2cccs2)no1)NCc1ccc(F)cc1Cl | -2.7 | -4.0 | -5.9 | -5.3 | 3.4 | -2.4 | 0.8 | -1.4 | -13.3 | 0.5 | -0.4
CC(Sc1ncccn1)C(=O)Nc1ccc2c(c1)OCO2 (centres undefined) | -2.9 | 19.1 | -3.3 | -34.5 | -5.5 | -2.3 | -7.3 | -0.3 | 4.2 | · | -25.7
COc1ccc(C(CC(=O)c2ccccc2)CC(=O)c2ccccc2)cc1 | -3.5 | -7.1 | -4.3 | -1.5 | -11.9 | -1.5 | 20.1 | -0.3 | 10.8 | -0.1 | -45.9
COc1ccccc1C(O)(C(=O)NN(C(=O)c1ccccc1)c1ccccc1C)c1cccs1 (centres undefined) | 4.2 | 2.4 | -5.2 | 2.6 | 1.3 | -5.5 | 19.2 | 2.7 | -21.4 | 0.1 | 6.9
CCc1ccc(CN2CCN(c3ncccn3)CC2)cc1 | -10.0 | -6.0 | -18.8 | -41.1 | 0.9 | 8.3 | -16.2 | 0.8 | 2.4 | 1.4 | -46.0
CCN(c1ccccc1)S(=O)(=O)c1ccc(C(=O)N(CCCN(C)C)c2nc3c(C)cccc3s2)cc1 | -1.7 | -2.8 | -1.2 | 31.2 | 9.2 | -11.6 | -43.1 | 0.4 | -1.3 | -1.3 | -1.4
COc1ccccc1C(=O)C1CCCN(C(=O)c2cccnc2SC)C1 (centres undefined) | -3.0 | 1.3 | -0.5 | 18.1 | -2.0 | -1.9 | -1.2 | 1.0 | -4.3 | 2.2 | 11.7
CCOC(=O)Nc1ccc(C)cc1Br | -17.1 | -6.2 | -4.6 | -0.8 | -18.5 | 0.8 | -24.9 | -3.1 | 3.4 | 1.8 | 18.8
C=C(C)C1CC=C(C)/C(=N/NC(=O)COc2ccc(C)cc2)C1 (centres undefined) | 2.1 | -5.7 | -4.4 | -3.1 | -35.3 | -1.3 | 1.9 | -1.0 | -4.2 | -1.9 | 8.6
Cc1ccc(NC(=O)COC(=O)C2=NNC(=O)CC2)c(Br)c1 | -4.3 | -3.3 | -6.0 | -27.4 | 4.5 | 0.5 | 3.3 | -0.4 | 6.0 | · | 5.8
CCOc1ccc(-c2cc(CCCC(=O)NCCC(C)C)no2)cc1 | 8.5 | 11.4 | 4.0 | -129.0 | -5.1 | 5.7 | -8.5 | -1.3 | -7.6 | -0.7 | -119.3
O=C(CN(Cc1ccccc1Cl)C(=O)CN1C(=O)CSc2ccccc21)NC1CC1 | 8.3 | -23.0 | -3.6 | -0.6 | -7.8 | 8.7 | -7.2 | 0.0 | 14.4 | -4.5 | 11.7
CCOC(=O)[C@H](C)N1[C@H](C)[C@H](c2ccccc2)Oc2ccc(Cl)cc2S1(=O)=O | -1.4 | -2.7 | -2.5 | 5.8 | 45.0 | -3.7 | -38.8 | 2.5 | -23.9 | · | 13.3
CC1=CS/C(=C(/C#N)C(=O)N2CCOCC2)N1c1ccccc1 | -11.8 | -0.7 | · | 11.0 | 14.1 | -0.4 | -6.6 | 2.3 | 8.1 | -2.9 | 14.4
CCN1CCN(CCOCCOc2ccccc2)CC1 | 4.6 | -9.1 | -4.6 | 7.9 | 7.4 | -2.6 | -12.1 | -0.6 | -3.3 | 2.1 | 11.8
Cc1ccc(C(C(=O)NC2CCCC2)N(C(=O)CCC(=O)Nc2cc(C)on2)c2ccccc2)cc1 (centres undefined) | -1.5 | -3.2 | -4.9 | 9.7 | 19.5 | 6.6 | 1.8 | -0.9 | -1.5 | 1.1 | 17.5
Cc1ccc(C)c(NS(=O)(=O)c2ccc(OCC(=O)N3CCCC3)cc2)c1 | -8.2 | -2.6 | -6.4 | 8.1 | 9.6 | -8.6 | 1.3 | 2.6 | 0.9 | -1.8 | -8.1
CN(C)CC1C2CCC(C2)C1O (centres undefined) | 4.3 | 1.3 | -4.9 | 10.2 | -6.2 | -1.9 | -15.1 | 3.1 | -6.8 | · | -1.1
CC(C)(C)C(C(=O)n1cccc1C#N)c1ccccc1 (centres undefined) | 5.3 | -4.1 | -5.6 | -4.5 | 7.3 | -2.5 | -13.7 | -1.2 | -13.0 | 2.5 | 10.8
Cc1ccc(S(=O)(=O)Nc2c(C(=O)O)[nH]c3ccccc23)cc1C | 19.6 | -9.5 | -7.0 | -13.9 | -46.0 | 5.3 | 7.7 | -0.3 | 2.5 | 1.2 | -6.2
COC(=O)CCCC1=CC2=CC(=O)C(C)(OC(=O)c3cccs3)C(=O)C2=CN1C1CCCC1 (centres undefined) | 3.2 | 4.1 | -6.0 | 6.7 | 4.9 | 1.3 | -2.7 | 2.0 | -8.0 | 5.5 | -1.5
COc1cc2[nH]c(=O)n(CCC(=O)N3CCN(c4cc(Cl)ccc4C)CC3)c(=O)c2cc1OC | 1.8 | -5.5 | -7.4 | 27.9 | 16.6 | 5.9 | -11.4 | 2.0 | 13.8 | -3.3 | 17.5
CN(C)c1ccc(/C=C(\C#N)C(=O)Nc2nc3c(s2)CCN(Cc2ccccc2)C3)cc1 | 4.8 | -2.8 | -11.6 | -31.6 | 44.7 | 0.7 | -26.6 | 2.8 | -12.1 | 0.7 | -67.7
